Screens deposited in PubChem BioAssay by National Center for Advancing Translational Sciences (NCATS).
TR SRC2 fluor cs – counter-screen for TRb-SRC2 inhibitors: fluorescence interference; TRb/SRC2 Texas Red total fluorescence interference; Potency, µM (highest dose often 106 µM), inactives show at the top dose fluorescence change, negative = quenching; 280,000 tested, 0.29% active; AID 1479; active means well fitted curve in either direction with a large enough effect; inconclusive means small, poorly fitted or top-dose-only effect
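Human TRb ligand-binding domain at 0.6 uM with 20 nM Texas Red SRC2 peptide in Tris buffer containing 1 uM T3 and 5% DMSO, incubated with compound 5 h at ambient temperature. Total fluorescence (555/632 nm) calculated as parallel + 2 × perpendicular.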
L3MBTL1 inh – L3MBTL1 (human) inhibition. Q9Y468. AlphaScreen L3MBTL1–H3K9me1 peptide binding. Potency, µM (top dose mostly 57.1 µM), for inactives: at the top dose activity, negative = inhibition, hits mostly inhibitors. 230,000 tested, 0.66% active. AID 485360; further: nearly all actives have a fitted effect of over 60% in size
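Displacement of a biotinylated histone H3(1-15) peptide monomethylated at Lys9 (75 nM) from L3MBTL1 (50 nM) was measured by AlphaScreen after a 30 min room-temperature compound incubation; cefsulodin titration served as intraplate control.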
RECQ1 inh – blocks DNA unwinding by human RECQ1; P46063; RECQ1 DNA unwinding, red fluorescence kinetic read; Potency, µM (top dose mostly 57.3 µM), inactives show top-dose activity, negative = inhibition, hits mostly inhibitors; 240,000 tested, 0.54% active; AID 2549;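 further: plate controls were vehicle for no effect and no enzyme for full effect; nearly all actives have a fitted effect of over 30% in size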
Target sequence (P46063 whole entry, looked up): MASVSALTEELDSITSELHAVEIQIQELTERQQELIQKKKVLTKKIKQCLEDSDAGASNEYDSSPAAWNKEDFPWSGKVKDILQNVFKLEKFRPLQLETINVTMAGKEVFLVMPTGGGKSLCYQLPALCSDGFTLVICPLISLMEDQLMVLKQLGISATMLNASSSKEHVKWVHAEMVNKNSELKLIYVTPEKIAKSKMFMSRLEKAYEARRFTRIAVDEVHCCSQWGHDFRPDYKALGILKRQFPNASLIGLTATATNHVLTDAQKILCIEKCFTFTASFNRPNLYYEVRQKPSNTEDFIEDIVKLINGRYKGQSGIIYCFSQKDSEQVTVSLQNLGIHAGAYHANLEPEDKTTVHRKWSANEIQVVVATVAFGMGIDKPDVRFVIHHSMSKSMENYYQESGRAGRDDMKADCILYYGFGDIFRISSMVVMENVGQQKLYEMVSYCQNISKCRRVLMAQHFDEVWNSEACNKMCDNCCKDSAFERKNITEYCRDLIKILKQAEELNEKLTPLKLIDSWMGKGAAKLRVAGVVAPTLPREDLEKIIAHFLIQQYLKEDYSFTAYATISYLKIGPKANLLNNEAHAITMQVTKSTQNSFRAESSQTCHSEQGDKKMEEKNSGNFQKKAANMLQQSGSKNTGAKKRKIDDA
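50 nM RECQ1T1 preincubated 15 min with compound in Tris pH 8.0 buffer with MgCl2, DTT, Tween-20 and 2.5 ug/ml poly(dI-dC); started with 200 nM TAMRA/BHQ-2 forked duplex and 2 mM ATP. Unwinding read as fluorescence (525/598 nm), two reads 2 h apart.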
GoLoco inh red – inhibitors of human Gai1-RGS12 GoLoco interaction (red fluorophore). Potency, µM (titrated, usually from 61.6 µM), for the others: top-dose activity, negative = inhibition, actives largely listed as inhibitors. AID 880. 230,000 tested, 0.44% active. Gai1:RGS12 GoLoco peptide FP, rhodamine, 10 min; active means well fitted inhibition curve with a large enough effect, not every such curve was filed as active; inactive means no such curve, though single readings can be large or run the other way; further: nearly all actives have a fitted effect of over 30% in size; many of its hits are not listed in these tables
Target sequence (P63096 whole entry, looked up): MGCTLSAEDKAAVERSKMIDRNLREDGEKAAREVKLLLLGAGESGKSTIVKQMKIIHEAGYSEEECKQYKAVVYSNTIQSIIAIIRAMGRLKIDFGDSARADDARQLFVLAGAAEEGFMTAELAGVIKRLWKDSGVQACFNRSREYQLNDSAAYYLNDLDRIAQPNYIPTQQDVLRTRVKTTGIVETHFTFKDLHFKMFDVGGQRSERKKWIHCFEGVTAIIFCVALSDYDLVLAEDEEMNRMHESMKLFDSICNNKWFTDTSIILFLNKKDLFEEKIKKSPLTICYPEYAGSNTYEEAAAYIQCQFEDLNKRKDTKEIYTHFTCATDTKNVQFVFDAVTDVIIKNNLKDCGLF
GAA glycogen mod – alters human alpha-glucosidase cleavage of glycogen; P10253; recombinant GAA, glycogen substrate, Amplex Red glucose oxidase fluorescence; Potency, µM (top dose mostly 76.4 µM), without a hit: top-dose activity change, negative = inhibition, usual class: inhibitors; 300,000 tested, 0.38% active;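 further: 0% = full enzyme reaction and -100% = no-enzyme basal signal; the screen sought inhibitors and activators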
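Recombinant human alpha-glucosidase (4 nM final) hydrolysed bovine liver glycogen (30 ug) for 40 min at 37 C in pH 5.0 citrate/phosphate with 0.01% Tween-20. Released glucose detected by glucose oxidase/Amplex Red, Ex 573/Em 610 nm. Compounds up to 77 uM; AC50 from Hill fits.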
GAA inh – alpha-glucosidase (human) inhibition | purified human GAA, 4-MU-alpha-glucoside fluorescence | Potency, µM (top dose mostly 76.9 µM), for inactives: at the highest dose activity change, negative = inhibition, actives largely listed as inhibitors | 200,000 tested, 0.005% active | AID 1466;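 further: plate controls were uninhibited enzyme wells for no effect and no-enzyme background for full effect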
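qHTS format, compound range up to 77 uM. Human lysosomal enzyme at 4 nM, 400 uM 4-MU glucoside substrate, pH 5.0, 20 min room temperature; fluorescence after alkaline stop gives activity normalized to controls.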
aGlu spleen mod – lysosomal alpha-glucosidase (human) modulation | P10253 | human spleen homogenate, 4-MU-alpha-glucoside fluorescence | Potency, µM (doses to about 79.9 µM), without a hit: top-dose activity change, negative = inhibition, actives largely listed as inhibitors | 240,000 tested, 0.006% active | AID 2112;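 further: 0% = enzyme with vehicle and -100% = no enzyme basal signal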
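Human spleen homogenate (1 ug) incubated with compounds and 1 mM 4-methylumbelliferyl-alpha-D-glucopyranoside in pH 5.0 citrate/phosphate buffer, 37 C, 40 min. Stopped at pH 10; 4-MU fluorescence (Ex 365/Em 440 nm); AC50 by Hill fit.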
TRb-SRC2 inh – TRbeta-SRC2 interaction inhibition. P10828. Potency, µM (series often up to 106 µM), for the others: at the highest dose activity change, negative = inhibition, usual class: inhibitors. TRbeta-SRC2 peptide binding, fluorescence polarization; receptor liganded with 1 µM T3. 280,000 tested, 0.065% active;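 further: plate controls were bound peptide for no effect and peptide without receptor for full effect; nearly all actives have a fitted effect of over 50% in size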
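Compounds were added to 0.6 uM TRb ligand-binding domain and 20 nM Texas Red-labeled SRC2 peptide in Tris buffer containing 1 uM T3, incubated 5 hr at ambient temperature, then read by fluorescence polarization.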
* marks the source's active call; other numbers are inactive results; i = inactive; ? = inconclusive; · = no result given; [ ] = remark or other dose. Unless noted, the call rests on the fitted dose curve; in most records, active means well fitted curve in the direction sought with a large enough effect; inconclusive means small, poorly fitted or top-dose-only effect, or another doubt; inactive means no such curve, though single readings can be large; an effect the other way counts as inactive or inconclusive. Unless noted, on the % scale 0 is the no-effect control and ±100 the full control effect; potency means the concentration at half of the fitted maximal effect. An excerpt; the hit share may differ from the screen's.

cpd	Compound	GoLoco inh red	TRb-SRC2 inh	TR SRC2 fluor cs	RECQ1 inh	aGlu spleen mod	L3MBTL1 inh	GAA inh	GAA glycogen mod
1	CCO[C@@H]1OC(C(=O)NCc2ccccc2)=C[C@H](c2ccc3c(c2)OCO3)[C@H]1CCCO	3%	-6%	-1%	i	0%	2%	·	-2%
2	Cc1ccc(-c2cc(C(=O)OCC(=O)N(C)C3CCS(=O)(=O)C3)c3ccccc3n2)o1 (stereo not drawn)	-21%	4%	-5%	?	0%	·	-3%	1%
3	CCCc1sc(N/N=C/c2ccccn2)nc1-c1ccc(Br)cc1	5%	-17%	-2%	10%	3%	-14%	-15%	?
4	Nc1cc(-c2cccc([N+](=O)[O-])c2)[nH]n1	2%	-15%	-6%	-8%	-15%	-1%	2%	5%
5	CN1/C(=C\C(=O)Nc2cccc(Cl)c2)C(C)(C)c2ccccc21	36%[activator]	-5%	0%	-13%	1%	-13%	-1%	13%
6	COc1ccccc1CNC(=O)CSc1ccc(-c2ccncc2)nn1	-3%	-9%	0%	-15%	4%	·	2%	6%
7	NC(=O)c1ccc(NC(=O)COC(=O)c2ccc3c(c2)OCCO3)cc1	12%	-6%	-4%	i	1%	·	·	9%
8	C[N+](C)(C)CCCN(Cc1ccc2c(c1)OCO2)C(=O)NC1CCCCC1	5%	-7%	-6%	-1%	8%	-2%	·	7%
9	CCCn1cc(CN2CCC(N3CCC(C(=O)N4CCOCC4)CC3)CC2)c(C)n1	5%	0%	2%	-3%	1%	5%	·	-3%
10	CC(=O)Nc1sc2c(c1-c1nc3ccccc3s1)CCN(C(C)C)C2	5%	1%	4%	?	-1%	30%	·	-6%
11	Cc1nn(S(=O)(=O)c2cccs2)c(C)c1Sc1ccc([N+](=O)[O-])cc1	2%	6%	2%	-5%	3%	-14%	1%	-4%
12	Cc1ccc(NC2=NC(c3ccc(O)cc3)n3c(nc(C)cc3=O)N2)cc1 (stereo not drawn)	31%[activator]	4%	-1%	-5%	2%	-6%	-10%	-1%

Next section
cpd	Compound	GoLoco inh red	TRb-SRC2 inh	TR SRC2 fluor cs	RECQ1 inh	aGlu spleen mod	L3MBTL1 inh	GAA inh	GAA glycogen mod
13	CSc1ccc(CNc2cccc3ccccc23)cc1	2%	-3%	2%	i	0%	·	2%	-10%
14	S=C(NCCCn1ccnc1)Nc1ccc(Cl)cc1Cl	15%	3%	-4%	i	6%	-3%[11.4 µM]	-4%	27%
15	CC(C)OCCCn1c(=NC(=O)c2ccncc2)c(C#N)cc2c(=O)n3ccccc3nc21	·	2%	-1%	i	?	3%	6%	3%
16	O=C(CN1CCC(O)(c2ccc3c(c2)OCO3)CC1)NC1CCCCC1	6%	1%	1%	i	2%	0%	13%	-7%
17	CC(=O)Nc1cc2c(cc1[N+](=O)[O-])OCCO2	-15%	7%	-3%	-12%	-4%	·	-2%	5%
18	O=C(Cn1nnc2ccccc21)C1CC1	5%	2%	2%	i	3%	1%	-1%	6%
19	COc1cc(NC(=O)c2cccnc2SC)cc(OC)c1OC	4%	-1%	-7%	-5%	-8%	-5%	-6%	2%
20	Cc1ccc(-n2nc(C(=O)N/N=C/c3cccc(C(F)(F)F)c3)c3ccccc3c2=O)cc1C	-2%	-1%	-8%	-1%	-2%	-6%	4%	3%
21	O=c1c2ccccc2ncn1CCCSc1ccc(Cl)cc1	-3%	-8%	1%	i	8%	6%	5%	-2%
22	O=C(Cc1ccccc1)Nn1cnc2ccccc21	-10%	3%	-8%	-8%	-9%	8%	-32%	3%
23	COc1ccc(C(=O)Nn2cnnc2)cc1OC	-9%	-4%	-2%	-3%	-4%	·	·	4%
24	Cc1cc(C)nc(-n2nc(C)cc2NC(=O)CNC2CCCCC2)n1	-1%	0%	0%	-2%	-5%	9%	1%	8%

(further entries)
cpd	Compound	GoLoco inh red	TRb-SRC2 inh	TR SRC2 fluor cs	RECQ1 inh	aGlu spleen mod	L3MBTL1 inh	GAA inh	GAA glycogen mod
25	CC(C)NS(=O)(=O)c1ccc(OCC(=O)N2CCCC2)cc1	5%	-4%	0%	i	-6%	-8%	-1%	-3%
26	Fc1ccc(N2CCN(c3ncnc4nc[nH]c34)CC2)cc1	4%	-3%	0%	i	2%	-1%	-18%	-1%
27	Fc1ccccc1-c1n[nH]c(=S)n1CC1CCCO1 (stereo not drawn)	20%	-4%	0%	i	-8%	12%	?	-8%
28	CC/C(C)=N/Nc1nc2sc3c(c2c(=O)[nH]1)CC(C)(C)OC3	-1%	1%	-4%	-2%	-3%	11%	-4%	1%
29	CC1CN(S(=O)(=O)c2ccc(C(=O)NN3CCN(C)CC3)cc2)CC(C)O1 (stereo not drawn)	-3%	1%	0%	i	-11%	7%	7%	12%
30	CC(NC(=O)Nc1ccc(F)cc1F)c1ccncc1 (stereo not drawn)	8%	9%	-2%	5%	1%	·	-9%	4%
31	CNC(CC(=O)O)C(=O)O (stereo not drawn)	7%	-6%	0%	-3%	0%	·	·	·
32	COCCNC(=S)Nc1cc(S(=O)(=O)N2CCOCC2)ccc1N1CCCCC1	-2%	3%	-1%	4%	-2%	·	-4%	-3%
33	CC(C)C(=O)N(Cc1ccc(F)cc1)Cc1nc2ccccc2c(=O)[nH]1	9%	4%[53 µM]	-2%[53 µM]	i	-2%	-4%	?	7%
34	O=C(COC(=O)Cc1ccc(Cl)cc1Cl)Nc1ccc(OC(F)F)cc1	3%	1%[53 µM]	0%[53 µM]	2%	-3%	30%[activator]	?	-9%
35	COc1ccc(C(=O)NCCCc2nc3ccccc3n2Cc2ccccc2C)cc1OC	11%	4%	-1%	-2%	-4%	0%	-3%	-8%
36	COc1ccccc1NC(=O)C1=C(C)Nc2ncnn2C1c1cccs1 (stereo not drawn)	4%	-4%	-3%	-9%	-2%	-1%	-3%	-14%

Following part
cpd	Compound	GoLoco inh red	TRb-SRC2 inh	TR SRC2 fluor cs	RECQ1 inh	aGlu spleen mod	L3MBTL1 inh	GAA inh	GAA glycogen mod
37	COc1ccc(NC(=O)CN2CCc3ccccc3C2)cc1S(=O)(=O)N1CCOCC1	11%	4%	-3%	-13%	6%	4%	6%	6%
38	Cn1c(C(=O)NCCCN2CCN(c3cccc(Cl)c3)CC2)cc2c(=O)n(C)c3ccccc3c21	2%	-11%	0%	i	-3%	-17%	-6%	3%
39	Cc1cc(C)c2[nH]c(=O)c(CN(Cc3ccco3)C(=O)c3cccs3)cc2c1	7%	-7%	-6%	-7%	2%	29%	5%	11%
40	COC(=O)CN(c1ccccc1F)S(=O)(=O)c1ccc(C)cc1	1%	-8%	-2%	2%	3%	1%	-19%	-5%
41	COC(=O)[C@@H]1CC[C@H](C)[C@@H](c2ccc(C)cc2)N1C(=O)c1ccc(/C=N/OC[C@@H](O)[C@H]2O[C@@H]3OC(C)(C)O[C@@H]3[C@H]2O)cc1	9%	-5%	-1%	i	-3%	-2%	?	3%
42	COC(=O)c1cc(OC)cc(O)c1C(=O)c1c(O)cc(C)cc1O	-18%	0%	-8%	0%	-3%	·	·	?
43	CCc1ccc(C2C(C#N)=C(N)SC(N)=C2C#N)s1	131%[activator]	-1%	-9%	1%	0%	-12%	?	-19%
44	COc1ccc(/C(C)=N\O)cc1OC	3%	-2%	-3%	-9%	3%	1%	0%	-4%
45	Cc1cccc(NC(=O)CS(=O)(=O)c2cn(C)c3ccccc23)c1	6%	-9%	-1%	-4%	0%	4%	1%	2%
46	CS(=O)(=O)N(CC(=O)N1CCN(Cc2ccccc2)CC1)C1CCCCC1	8%	-4%	-3%	-17%	-3%	-3%	-10%	-7%
47	CCOc1ccc(Oc2ccccc2NC(=O)CCNC(C)=O)cc1	-6%	0%	0%	-12%	-4%	·	7%	-10%
48	CN(C)C(=O)c1ccc2c3c(cccc13)CC2	4%	12%	3%	2%	-3%	·	1%	7%

(continued)
cpd	Compound	GoLoco inh red	TRb-SRC2 inh	TR SRC2 fluor cs	RECQ1 inh	aGlu spleen mod	L3MBTL1 inh	GAA inh	GAA glycogen mod
49	CC1=NOC(=O)/C1=C/c1ccc(O)cc1	-9%	-10%	-4%	i	-2%	2%	10%	-8%
50	Cc1cc(CNCc2cn(C)nc2-c2ccc(Oc3ccccc3)cc2)on1	-5%	-3%	-1%	i	-1%	2%	·	9%
51	COc1cc(/C=N/n2c(-c3n[nH]c4c3CCC4)n[nH]c2=S)ccc1O	-10%	1%	-1%	9%	5%	·	·	-27%
52	CC(C)[C@H](NC(=O)OCc1ccccc1)C(=O)OCC(=O)NC1CCCCC1	1%	-3%	-2%	-4%	3%	·	1%	1%
53	CSc1cccc(CN2CCN(CCC(C)C)C(CCO)C2)c1 (stereo not drawn)	5%	-6%	-3%	-1%	3%	-5%	-6%	-5%
54	Cc1cc(OC(C)C)nc(NCc2ccccc2)n1	8%	2%	1%	-7%	4%	-2%	-7%	-1%
55	Cc1ccc(S(=O)(=O)N2CC=C(C(=O)NCc3ccccc3)CC2)cc1	9%	4%	1%	i	-8%	-3%	-4%	-7%
56	Cn1cnnc1Sc1ccc(C(=O)OCC(=O)Nc2ccccc2)cc1[N+](=O)[O-]	2%	6%	-2%	-15%	-6%	-16%	5%	12%
57	Cn1ncc(C#N)c1/N=C/N1CCCC1	5%	4%	-4%	-2%	-5%	·	5%	3%
58	O=C(CSc1nc2ccccc2c(=O)n1-c1ccc(F)c(Cl)c1)Nc1cccc(S(=O)(=O)N2CCOCC2)c1	7%	-8%	-4%	-5%	2%	-3%	-10%	2%
59	Cc1ccccc1N/N=C/c1ccc(N2CCOCC2)cc1	7%	-3%	-8%	-8%	-4%	-1%	-1%	?

Screen by screen, from the results shown.
Nos. 4–12 in GAA inh, in turn: 2%, -1%, 2%, ·, ·, ·, ·, 1%, -10%
Nos. 4–12 in TRb-SRC2 inh, in turn: -15%, -5%, -9%, -6%, -7%, 0%, 1%, 6%, 4%
Nos. 4–12 in RECQ1 inh, in turn: -8%, -13%, -15%, i, -1%, -3%, ?, -5%, -5%
